Assay outcomes deposited in PubChem by National Center for Advancing Translational Sciences (NCATS).
TRb-SRC2 inh: disrupts binding of human TR beta to SRC2. TRbeta-SRC2 peptide binding, fluorescence polarization; receptor liganded with 1 µM T3. Potency, µM (highest dose often 106 µM), for inactives: at the top dose activity change, negative = inhibition, most hits filed as inhibitors. 280,000 tested, 0.065% active;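 note: plate controls were bound peptide for no effect and peptide without receptor for full effect; nearly all actives have a fitted effect of over 50% in size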
Target sequence (P10828 whole entry, looked up): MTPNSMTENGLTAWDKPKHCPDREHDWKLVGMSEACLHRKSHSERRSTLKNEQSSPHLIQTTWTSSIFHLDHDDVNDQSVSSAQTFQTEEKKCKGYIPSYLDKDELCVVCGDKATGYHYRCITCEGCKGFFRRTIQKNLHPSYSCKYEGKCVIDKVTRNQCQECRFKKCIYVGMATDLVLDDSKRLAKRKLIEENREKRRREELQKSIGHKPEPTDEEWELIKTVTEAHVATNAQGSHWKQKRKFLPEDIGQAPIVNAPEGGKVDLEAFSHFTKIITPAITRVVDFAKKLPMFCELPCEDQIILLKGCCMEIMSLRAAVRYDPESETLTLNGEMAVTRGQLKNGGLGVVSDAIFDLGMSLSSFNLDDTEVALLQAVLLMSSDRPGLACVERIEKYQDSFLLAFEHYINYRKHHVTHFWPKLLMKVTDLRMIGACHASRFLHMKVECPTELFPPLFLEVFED
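Quantitative HTS by FP: 0.6 uM TRb LBD, 20 nM labeled SRC2 20-mer, 1 uM T3, 5% DMSO; 5 hr ambient incubation; % activity per concentration and potencies from concentration series.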
RECQ1 helicase: inhibitors of human RECQ1 DNA helicase; RECQ1 DNA unwinding, red fluorescence kinetic read; AID 2549; P46063; 240,000 tested, 0.54% active; Potency, µM (titrated, usually from 57.3 µM), for inactives: at the highest dose activity, negative = inhibition, hits mostly inhibitors;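 note: plate controls were vehicle for no effect and no enzyme for full effect; nearly all actives have a fitted effect of over 30% in size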
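50 nM RECQ1T1 preincubated 15 min with compound in Tris pH 8.0 buffer with MgCl2, DTT, Tween-20 and 2.5 ug/ml poly(dI-dC); started with 200 nM TAMRA/BHQ-2 forked duplex and 2 mM ATP. Unwinding read as fluorescence (525/598 nm), two reads 2 h apart.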
HTT ATP protect: cytoprotection in Huntington HTT-Q103 PC12 cell model. PC12 HTT-Q103 induced, cytoprotection, ATP luminescence, 40 h. 230,000 tested, 0.14% active. Potency, µM (series often up to 56.4 µM), without a hit: cytoprotection (ATP increase), usual class: activators;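 note: % of control where 0% means no effect; nearly all actives have a fitted effect of over 45% in size; toxic huntingtin expression switched on by the ecdysone agonist tebufenozide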
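ATP quantification (ATPlite) reports survival of PC12 cells in which tebufenozide, 100 nM final, switches on Htt exon 1 with 103 glutamines linked to GFP; compounds are titrated.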
L3MBTL1 inh: inhibitors of human L3MBTL1; AlphaScreen L3MBTL1–H3K9me1 peptide binding; Potency, µM (top dose mostly 57.1 µM), inactives show at the top dose activity, negative = inhibition, actives largely listed as inhibitors; 230,000 tested, 0.66% active; AID 485360; note: % is set by controls: 0 for no effect and ±100 for the full control effect; nearly all actives have a fitted effect of over 60% in size
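AlphaScreen proximity signal between nickel-chelate acceptor and streptavidin donor beads (final 10 ug/mL) reports binding of 50 nM L3MBTL1 to 75 nM biotin-H3 K9me1 peptide; complex incubated with compounds 30 min at room temperature; cefsulodin titration as control.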
Tau fibril FP: inhibitors of human tau fibril formation. P10636. K18 P301L tau heparin fibrillization, Alexa594 FP, 6 h. Potency, µM (series often up to 57.7 µM), inactives show at the top dose activity, negative = inhibition, actives largely listed as inhibitors. 280,000 tested, 0.39% active; note: % is set by controls: 0 for no effect and ±100 for the full control effect; nearly all actives have a fitted effect of over 55% in size
Target sequence (P10636 561-689 P618L limits assumed): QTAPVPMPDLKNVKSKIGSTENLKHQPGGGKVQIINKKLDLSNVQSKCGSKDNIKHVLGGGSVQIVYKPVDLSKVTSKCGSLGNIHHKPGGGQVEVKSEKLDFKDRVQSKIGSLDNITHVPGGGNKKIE
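Compound effects on tau fibrillization are measured by Alexa 594 fluorescence polarization (ex 555, em 632 nm). K18 P301L tau is used at 15 uM with 0.24 uM labeled tracer, and 20 uM heparin induces aggregation over 6 hr at 37 C.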
Tau fibril ThT: tau fibrillization inhibition (ThT binding); P10636; recombinant tau K18 P301L, heparin-induced fibrillization, ThT fluorescence; Potency, µM (highest dose often 57.4 µM), inactives show at the highest dose activity, negative = inhibition, most hits filed as inhibitors; 270,000 tested, 2.1% active; note: % is set by controls: 0 for no effect and ±100 for the full control effect; nearly all actives have a fitted effect of over 55% in size
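Recombinant human tau K18 fragment […] carrying P301L, 15 uM unlabeled plus 0.24 uM Alexa 594-labeled, was fibrillized with 20 uM heparin in 100 mM sodium acetate pH 7 for 6 hr at 37 C; 30 uM ThT fluorescence read after 1 hr.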
Tau fluor counter: counter-screen for tau fibril formation inhibitors | tau K18 P301L Alexa594 fluorescence, heparin fibrillization | Potency, µM (series often up to 57.7 µM), without a hit: top-dose activity change, negative = decrease | 280,000 tested, 0.93% active; note: % is set by controls: 0 for no effect and ±100 for the full control effect; nearly all actives have a fitted effect of over 55% in size
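Human tau K18 P301L (15 uM unlabeled, 0.24 uM Alexa 594-labeled) in 100 mM sodium acetate pH 7 with 20 uM heparin, 6 hr at 37 C. ThT 30 uM added, 1 hr ambient; Alexa 594 FP and total fluorescence read at 555/632 nm.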
TexasRed fluor: counter-screen for TRb-SRC2 inhibitors: fluorescence interference; TRb/SRC2 Texas Red total fluorescence interference; Potency, µM (highest dose often 106 µM), for inactives: top-dose fluorescence change, negative = quenching; 280,000 tested, 0.29% active; AID 1479; active = well fitted curve in either direction with a large enough effect; inconclusive = small, poorly fitted or top-dose-only effect; note: % is set by controls: 0 for no effect and ±100 for the full control effect
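Human TRb ligand-binding domain at 0.6 uM with 20 nM Texas Red SRC2 peptide in Tris buffer containing 1 uM T3 and 5% DMSO, incubated with compound 5 h at ambient temperature. Total fluorescence (555/632 nm) calculated as parallel + 2 × perpendicular.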
* hit, by the source's call; i = inactive; ? = inconclusive; / = not tested or not shown; [ ] = remark or other dose. Unless noted, calls come from the whole dose curve; as a rule, active = well fitted curve in the direction sought with a large enough effect; inconclusive = small, poorly fitted or top-dose-only effect, or another doubt; inactive = no such curve, though single readings can be large; an effect the other way counts as inactive or inconclusive. Potency is the fitted concentration of half-maximal effect.

Start of the data: the first 5 records, ahead of the listing:
Molecule | TRb-SRC2 inh | RECQ1 helicase | HTT ATP protect | L3MBTL1 inh | Tau fibril FP | Tau fibril ThT | Tau fluor counter | TexasRed fluor
O=C(CSc1c2c(nc3cc(Cl)ccc13)CCCC2)NCCN1CCOCC1 | 6% | -8% | ? | / | ? | -9% | 9% | -1%
Cc1ccc(NC(=O)COC(=O)Cc2ccsc2)cc1S(=O)(=O)N(C)C | -1% | -16% | 1%[10 µM] | / | -2% | / | -10% | 0%
OCCN(Cc1ccccc1)C(=S)NC1CCCCC1 | -5% | i | 0%[10 µM] | -11% | -1% | -5% | -12% | 1%
COc1ccc(NC(=O)/C=C/c2ccc3c(c2)OCO3)cc1 | 1% | i | / | -7% | -10% | ? | -27% | -3%
Cc1ccc(N2CCN(CCCN3C(=O)C4CCCN4C3=O)CC2)cc1 (centres undefined) | -2% | -18% | / | 5% | 16% | -10% | -6% | -6%

The whole of this part, from the first entry:
Molecule | TRb-SRC2 inh | RECQ1 helicase | HTT ATP protect | L3MBTL1 inh | Tau fibril FP | Tau fibril ThT | Tau fluor counter | TexasRed fluor
O=C(CSc1c2c(nc3cc(Cl)ccc13)CCCC2)NCCN1CCOCC1 | 6% | -8% | ? | / | ? | -9% | 9% | -1%
Cc1ccc(NC(=O)COC(=O)Cc2ccsc2)cc1S(=O)(=O)N(C)C | -1% | -16% | 1%[10 µM] | / | -2% | / | -10% | 0%
OCCN(Cc1ccccc1)C(=S)NC1CCCCC1 | -5% | i | 0%[10 µM] | -11% | -1% | -5% | -12% | 1%
COc1ccc(NC(=O)/C=C/c2ccc3c(c2)OCO3)cc1 | 1% | i | / | -7% | -10% | ? | -27% | -3%
Cc1ccc(N2CCN(CCCN3C(=O)C4CCCN4C3=O)CC2)cc1 (centres undefined) | -2% | -18% | / | 5% | 16% | -10% | -6% | -6%
COc1ccc(-c2csc(/N=C/N(C)C)n2)cc1OC | -1% | -1% | -55%[inhibitor] | -1% | 8% | -10% | -2% | 0%
CC(C)c1nn2c(=O)cc(COC(=O)COc3ccccc3F)nc2s1 | 3% | / | / | / | -1% | -7% | -3% | -1%
O=C1[C@H]2[C@H]3[C@H](O)[C@H](O)C/C(=N/OC[C@@H](O)COCc4ccco4)[C@H]3CC[C@@H]2C(=O)N1C[C@@H]1CCCO1 | -8%[11.2 µM] | i[11.5 µM] | -12%[10 µM] | / | -1%[11.6 µM] | -8%[11.5 µM] | -2%[11.6 µM] | -1%[11.2 µM]
OC(CN1C2=NCCN2c2ccccc21)c1ccccc1 (centres undefined) | 2% | -1% | 1% | 6% | -7% | -7% | -6% | 0%
COc1cc(NS(=O)(=O)c2ccc(C)cc2C)cc(OC)c1OC | 11% | -8% | -2%[10 µM] | -5% | -4% | -4% | -18% | -2%
Cc1ccc(CCNC(=O)c2ccc(Nc3nc4ccccc4n4nnnc34)cc2)cc1 | -8% | / | / | / | ? | -6% | -24% | -1%
Cc1ccc(C(=O)NCc2cccnc2)cc1S(=O)(=O)Nc1ccccc1 | -9% | -6% | / | -5% | -10% | -2% | -9% | -3%
CCOC(=O)c1ccc(NC(=O)c2ccc3c(c2)CCN3S(=O)(=O)c2ccc(Cl)cc2)cc1 | -3% | / | / | / | ? | 18% | ? | -1%
C/C=C\C=C/C(=O)Nc1cccc(C2=NOC3(C2)C[C@@H](C(N)=O)N(C(=O)/C=C/C=C\C)C3)c1 (some centres undefined) | 5% | 22µM* | -8%[10 µM] | / | ? | 25µM* | -9% | -2%
Cc1cccc(C(=O)N[C@H](C(=O)Nc2ccc(C)c(S(=O)(=O)N(C)C)c2)C(C)C)c1 | 4% | -2% | -10%[10 µM] | 1% | 8% | -4% | -9% | -2%
CC[C@H](C)[C@@H](C(=O)N1CCNCC1)n1cc([C@@H](N)Cc2ccc(O)cc2)nn1 | 2% | -12% | 7%[10 µM] | 4% | 14% | 2% | 6% | 0%
COC(=O)c1ccc(-c2ccco2)n1Cc1cc(C)ccc1C | -9% | -7% | -3% | / | 1% | -9% | -6% | -1%
Cc1ccccc1N1CC(=O)Nc2c(oc3nc(-c4ccccc4)cc(C)c23)C1=O | 0% | i | -16%[10 µM] | 10% | 0% | 5% | 8% | -2%
CCCc1nc2oc3c(Cl)ncnc3c2c2c1CCCC2 | -2% | i | -12%[10 µM] | 16% | -7% | -12% | -8% | -1%
Cc1nn(C(C)C(=O)NCC2CCCO2)c(C)c1[N+](=O)[O-] (centres undefined) | 9% | i | ? | 10% | -1% | -3% | -4% | 0%
Cc1cccc(COc2ccc(/C=N/NC(=O)c3nnn(-c4nonc4N)c3COc3ccc(F)cc3)cc2)c1 | -10% | i | 13%[10 µM] | / | ? | -5% | -13% | -7%
Cn1c(=O)c2c(ncn2CC(=O)Nc2nccs2)n(C)c1=O | 0% | i | 13%[10 µM] | / | -6% | / | -7% | 0%
CC(C)NC(=O)c1cnn2c1NC(c1cccs1)CC2C(F)(F)F (centres undefined) | 3% | i | -10%[10 µM] | 1% | 3% | -9% | 2% | -2%
O=C(NCC1CCCO1)c1cc(-c2ccc(Cl)cc2Cl)on1 (centres undefined) | -10% | i | -87%[inhibitor] | 50%[activator] | -4% | -2% | -12% | -7%
Cc1ccc(NC(=O)C2CCCN(S(=O)(=O)c3ccc4c(c3)oc(=O)n4C)C2)cc1Cl (centres undefined) | -3% | / | / | / | -7% | 10% | -22% | 0%
O=C1c2oc3ccccc3c(=O)c2C(c2cccc(F)c2)N1CCCO (centres undefined) | 5% | -8% | 9% | 3% | -5% | -6% | -9% | 0%
COc1ccc(/C=C/c2nc(-c3ccccc3)cc(=O)[nH]2)cc1 | -1% | 6% | 33%[10 µM] | 3% | -16% | 1% | ? | -2%
COc1ccc(NC(=O)c2ccc3c(=O)n4nc(Nc5ccccc5C)sc4nc3c2)cc1 | -4% | / | / | / | -9% | ? | ? | ?
O=C(Nc1ccc2oc(-c3cccc4ccccc34)nc2c1)c1ncn[nH]1 | -14% | i | -28% | / | ? | -17% | -12% | 3%
COc1cc2cnc(Cl)nc2cc1OC | -7% | 10% | / | 1% | 5% | 1% | 4% | -2%
O=C(c1ccccn1)c1conc1C(=O)c1ccc(Br)cc1 | -4% | -6% | -13% | 8% | -11% | ? | -25% | -1%
O=C1CCCN1c1cc(Cl)ccc1Cl | 0% | -7% | -11%[1.9 µM] | -5% | 3% | 5% | 9% | 0%
CCCNC(=S)Nc1ccc2nc(-c3ccccn3)c(-c3ccccn3)nc2c1 | 5% | -1% | -19% | -4% | 0% | -2% | -8% | -2%
Cc1ccc(S(=O)(=O)N(C)C)cc1NC(=O)CSc1nc2ccccc2[nH]1 | -10% | -5% | 22%[10 µM] | 8% | -5% | 8% | 5% | 0%
CCCCNCc1cc(Br)c(OCc2cccs2)c(OC)c1 | 0% | -4% | -8% | 3% | -1% | -14% | -9% | -1%
Cc1cc(C(=O)COc2ccccc2[N+](=O)[O-])c(C)n1-c1cccc(S(=O)(=O)N2CCOCC2)c1 | 1% | -5% | 37%[10 µM] | 5% | 12% | -14% | -19% | -1%
O=C(NCc1ccccc1)c1cc(S(=O)(=O)N2CCC3(CC2)OCCO3)ccc1F | -8% | i | -7%[0.074 µM] | 48%[activator] | 1% | -1% | -7% | -4%
S=C(Nc1ccccc1Cl)N(CCCN1CCOCC1)Cc1ccco1 | -1% | 3% | -24%[10 µM] | 2% | 0% | -3% | -4% | 1%
COc1ccc(C(c2sc3ncnn3c2O)N2CCN(c3ccccc3F)CC2)cc1OC (centres undefined) | -6% | i | 13%[10 µM] | 1% | -2% | -15% | -2% | -5%
O=C1CCCC2=C1C(c1cccs1)n1ncnc1N2 (centres undefined) | 0% | -8% | -13% | / | 3% | -8% | -1% | -10%
COc1ccc(-c2[nH]nc3c2C(c2ccncc2)C(C#N)=C(N)O3)cc1 (centres undefined) | -19% | 0% | -21%[10 µM] | 1% | -8% | ? | -7% | -3%
CCOC(=O)C1C(=O)CC(O)(c2ccccc2)CC1c1ccccc1 (centres undefined) | 1% | i | -11% | 32%[activator] | -2% | -1% | 4% | -9%
Cc1ccc2[nH]c(=O)c(-c3noc(C(C)C)n3)cc2c1 | 4% | -7% | -4% | 6% | -6% | ? | -2% | -1%
Cc1cc(NC(=O)Cn2ccc([N+](=O)[O-])n2)no1 | -4% | i | 5%[10 µM] | 6%[11.4 µM] | 3% | 0% | 4% | 0%
C=CCc1cc(Cl)ccc1OCCCNC(C)CC (centres undefined) | -5% | 0% | -6%[10 µM] | 10% | -7% | -1% | -14% | 1%
Nn1c(Cc2ccccc2)n[nH]c1=S | 3% | 24% | 8%[10 µM] | -10% | -5%[2.34 µM] | -11% | -6%[2.34 µM] | -1%
Cc1csc(NC(=O)c2cnccn2)n1 | -2% | -6% | -31%[inhibitor] | 36%[activator] | 8% | 5% | 4% | -5%
NS(=O)(=O)c1ccc(CCNc2nccn(-c3cccc(C(F)(F)F)c3)c2=O)cc1 | 0% | / | / | / | 6% | -9% | -16% | -1%
Cc1ccc(S(=O)(=O)c2ccc(C)cc2)cc1 | -9% | -11% | -1% | / | -11% | -2% | -7% | -2%

The list is partial; rates above refer to the full screens.
